Growth percent in the NCI-60 one-dose screen (48 h, 10 µM unless noted): 100 = growth as untreated, 0 = no growth, -100 = all killed.
OVCAR-5 – OVCAR-5 ovarian cancer. 2.9% of 82,000 active. AID 1794783
IGROV1 – IGROV1 ovarian cancer; 4.7% of 79,000 active
OVCAR-3 – OVCAR-3 ovarian cancer; 7% of 79,000 active
NCI-H226 – NCI-H226 lung cancer | 3.5% of 79,000 active
SK-OV-3 – SK-OV-3 ovarian cancer cells; 3.2% of 80,000 active; AID 1794785
SN12C – SN12C renal cancer cells; AID 1794767; 3.8% of 81,000 active
NCI-H23 – NCI-H23 lung cancer. AID 1794731. 4% of 80,000 active
NCI/ADR-RES – NCI/ADR-RES ovarian cells; AID 1794790; 4.4% of 81,000 active
OVCAR-4 – OVCAR-4 ovarian cancer cells; AID 1794784; 3.7% of 80,000 active
* marks the source's active call; other numbers are inactive results; nt = not tested or not shown. How the source made its calls: active means growth percent below 10; inactive means the rest.

cpd	compound	OVCAR-5	IGROV1	OVCAR-3	NCI-H226	SK-OV-3	SN12C	NCI-H23	NCI/ADR-RES	OVCAR-4
1	COc1ccc(/C=C2\N=C3SC=C(N)N3C2=O)cc1	60	9.8*	24	52	46	20	24	42	22
2	Cn1ccc2c1-c1oncc1CCC2	102	101	122	nt	115	91	104	109	nt
3	COc1cc(-c2nnc(-c3c(-c4ccc(F)cc4)nc4ncccn34)o2)cc(OC)c1OC	97	109	108	99	103	93	95	101	101
4	CC(C)(C)c1ccc(OC(=O)Nc2ccccc2)cc1	106	107	105	106	110	100	103	106	113
5	C#CCn1c(-c2ccc(OC)c(OC3CCCC3)c2)nc(-c2ccccc2)c1-c1ccccc1	86	101	73	nt	86	74	81	74	77
6	O=C1CCCC/C1=C\C=C\c1c(C2CC2)nc2ccccc2c1-c1ccc(F)cc1	94	94	111	109	118	99	98	93	109
7	O=S(=O)(Nc1cc(Cl)ccc1Cl)c1ccc(-c2cnc(C3CC3)o2)cc1	72	39	5.3*	40	52	60	53	26	52
8	Cc1ccc(O)c(C(=O)c2c[nH]c(=O)c(-c3ccccc3)c2)c1	101	83	99	90	99	91	95	89	82
9	O=C(O)CNCc1ccc(Cl)cc1	105	110	nt	104	111	105	96	104	106
10	CCSCC1CC(O)(c2ccccc2)C(c2ccccc2)C(c2ccc(Cl)cc2)O1 (stereo not given)	25	33	-26*	-1.3*	9.5*	-50*	15	17	34
11	N=c1ccn2c(n1)OC1C(O)C(CO)OC12 (stereo not given)	71	13	67	45	47	35	25	32	52
12	O=C(Cn1c(/C=C/c2ccc([N+](=O)[O-])cc2)nc2ccccc2c1=O)Nc1ccccc1	80	75	81	-1.0*	72	62	55	54	57
13	O=CN1CCc2ccc([N+](=O)[O-])cc21	100	106	108	97	nt	98	94	98	nt
14	COc1cc(-c2ccc[nH]2)[nH]c1/C=C1\N=C(C)C(C(=O)CCCCC(=O)Nc2ccc(-c3c4nc(c(-c5ccccc5)c5ccc([nH]5)c(-c5ccccc5)c5nc(c(-c6ccccc6)c6ccc3[nH]6)C=C5)C=C4)cc2)=C1C	104	117	102	102	105	98	99	101	102
15	CN(C)c1nc2c([nH]1)c(=O)n(C)c(=O)n2C	104	101	nt	81	nt	105	100	106	112

4 records drawn at random from the list so far:
cpd	compound	OVCAR-5	IGROV1	OVCAR-3	NCI-H226	SK-OV-3	SN12C	NCI-H23	NCI/ADR-RES	OVCAR-4
10	CCSCC1CC(O)(c2ccccc2)C(c2ccccc2)C(c2ccc(Cl)cc2)O1 (stereo not given)	25	33	-26*	-1.3*	9.5*	-50*	15	17	34
3	COc1cc(-c2nnc(-c3c(-c4ccc(F)cc4)nc4ncccn34)o2)cc(OC)c1OC	97	109	108	99	103	93	95	101	101
12	O=C(Cn1c(/C=C/c2ccc([N+](=O)[O-])cc2)nc2ccccc2c1=O)Nc1ccccc1	80	75	81	-1.0*	72	62	55	54	57
7	O=S(=O)(Nc1cc(Cl)ccc1Cl)c1ccc(-c2cnc(C3CC3)o2)cc1	72	39	5.3*	40	52	60	53	26	52

Gathered by group, those above with sulfur
cpd	compound	OVCAR-5	IGROV1	OVCAR-3	NCI-H226	SK-OV-3	SN12C	NCI-H23	NCI/ADR-RES	OVCAR-4
1	COc1ccc(/C=C2\N=C3SC=C(N)N3C2=O)cc1	60	9.8*	24	52	46	20	24	42	22
7	O=S(=O)(Nc1cc(Cl)ccc1Cl)c1ccc(-c2cnc(C3CC3)o2)cc1	72	39	5.3*	40	52	60	53	26	52
10	CCSCC1CC(O)(c2ccccc2)C(c2ccccc2)C(c2ccc(Cl)cc2)O1 (stereo not given)	25	33	-26*	-1.3*	9.5*	-50*	15	17	34

(next part)
cpd	compound	OVCAR-5	IGROV1	OVCAR-3	NCI-H226	SK-OV-3	SN12C	NCI-H23	NCI/ADR-RES	OVCAR-4
16	CN(C)c1ccc(-c2conc2-n2nc(-c3ccccc3)nc2-c2ccccc2)cc1	102	102	123	104	96	106	106	110	116
17	C(=N\NC1=NCCN1)/c1cccs1	108	109	119	115	120	99	nt	105	103
18	CCCC(=O)C[n+]1ccccc1	111	114	105	97	106	107	100	109	113
19	CCc1c(C)c2cc3c(c(C)c2oc1=O)OC[C@@H](c1ccccc1)N3	95	103	109	98	108	90	89	93	88
20	Clc1nc(N/N=C\c2ccccc2)nc(N2CCCCC2)n1	105	101	120	106	118	107	107	105	106
21	N#Cc1ccc(OC(=O)Nc2ccc(Cl)c(Cl)c2)cc1	92	64	33	64	107	79	40	65	67
22	COc1ccc(-c2ccccc2-c2nc(-c3ccccc3)c(-c3ccccc3)n2Cc2ccccc2)cc1OC	82	54	72	74	83	64	60	39	61
23	Fc1cc(-c2cnc(Cl)nc2NC2CCCCCC2)cc(F)c1F	99	99	117	100	99	98	103	103	88
24	O=C(Nc1ccc(C(=O)O)cc1)Nc1nc2ccccc2s1	102	78	99	92	87	93	96	102	99
25	Clc1nc(Cl)nc(-c2cccn2-c2ccccc2)n1	110	112	107	104	108	103	104	104	100
26	O=C(NCc1ccco1)Nc1ccccc1C(F)(F)F	118	111	113	111	108	107	101	108	103
27	CCCN1CCN(C(=S)SC(SC(=S)N2CCN(CCC)CC2)C(=O)c2nnn(-c3ccc([N+](=O)[O-])cc3)c2C)CC1	118	60	97	91	113	98	101	103	100
28	Clc1ccc(N=Nc2ccccc2)cc1	103	98	107	115	108	107	96	108	112
29	C#CC[N+]1=CN(c2ccc(C)cc2)Cc2cc(C)ccc21	102	99	98	103	103	104	96	99	91
30	Cn1ccc2c3c(ccc21)CC3=O	102	112	117	100	113	106	97	115	119

(continued)
cpd	compound	OVCAR-5	IGROV1	OVCAR-3	NCI-H226	SK-OV-3	SN12C	NCI-H23	NCI/ADR-RES	OVCAR-4
31	CN1C(=O)c2ccccc2Cc2c(NCc3ccccc3)ncnc21	97	101	106	89	102	95	100	nt	89
32	CN(C)CCCC1(c2ccc(F)cc2)OCc2cc(-c3ncccc3Cl)ccc21 (stereo not given)	100	84	96	84	92	86	98	86	86
33	CNc1nc(Nc2ccc(OC)cc2)ncc1C(N)=O	94	105	121	90	86	87	85	99	133
34	CN1CC[C@@H](c2c(O)cc(O)c3c(=O)cc(-c4ccccc4Cl)oc23)[C@@H](O)C1	16	-37*	14	12	48	27	-13*	12	-27*
35	COc1ccc(CCNC(=O)c2c(C)n([O-])c3ccc(OC)cc3[n+]2=O)cc1	90	nt	116	106	121	97	108	43	105
36	CC(C)CCNC(=O)[C@@H](CC(C)C)n1cccc(NC(=O)OCc2ccccc2)c1=O	108	113	116	95	97	98	92	88	96
37	CCN1CC2=C(Nc3nc(SC)[nH]c(=O)c3C2c2cc(OC)c(OC)c(OC)c2)/C(=C/c2cc(OC)c(OC)c(OC)c2)C1 (stereo not given)	106	120	116	99	110	96	99	105	96
38	O=C1c2cc(Br)ccc2Oc2cc([N+](=O)[O-])ccc2N1c1ccc(I)cc1F	98	98	109	nt	115	94	93	100	95
39	O=C1/C=C/[C@@H](O)[C@@H]2C[C@@H](O)C[C@H]2/C=C/CCC[C@H](CCc2ccc3ncccc3c2)O1	28	-4.4*	-17*	-29*	17	6.2*	-32*	2.9*	14
40	S=c1[nH]nc(-c2cc3ccc2CCc2ccc(cc2)CC3)n1-c1cccnc1	109	103	95	103	119	89	100	107	88
41	COc1cc(CNC(=O)Cc2ccccc2)ccc1OCc1cn(-c2ccc(F)cc2)nn1	108	106	107	nt	nt	93	95	95	78
42	Cc1cc2ccccc2c[n+]1CCc1ccccc1	93	71	64	81	71	90	48	96	60
43	C/C(=C(/c1ccc(Cl)cc1)c1ccc(OCCN)cc1)c1ccc(C)cc1	101	100	105	112	120	96	nt	111	97
44	O=C(c1ccccc1)c1ccc2nc(-c3ccccc3F)[nH]c2c1	112	109	102	95	106	108	nt	103	105
45	NC(=O)c1cccc(-n2ccc3cc(NC(=O)Nc4ccc(F)c(C(F)(F)F)c4)ccc32)n1	90	64	82	75	91	58	72	61	58

Remaining list, next part.
cpd	compound	OVCAR-5	IGROV1	OVCAR-3	NCI-H226	SK-OV-3	SN12C	NCI-H23	NCI/ADR-RES	OVCAR-4
46	COC(=O)c1[nH]cc2c1[C@]1(CNc3ccc(Cl)cc31)c1[nH]c3ccc(Cl)cc3c1-2	101	nt	83	74	80	nt	73	70	72
47	COc1cc(-c2cc(/C=C3\C(=O)Nc4cc(Cl)ccc43)[nH]n2)cc(OC)c1OC	65	4.3*	41	50	74	12	70	10	19
48	O=c1oc(=O)c2ccccc2c2ccccc12	119	108	118	107	105	102	108	112	nt
49	COc1ccc(Nc2ncccc2C(=O)Nc2nc3ccc(F)cc3s2)cc1	84	107	65	73	95	87	78	85	24
50	CSc1cc(N)ncn1	111	100	102	98	95	115	101	105	97
51	O=C(Nc1ccc(OCc2nnc(-c3ccc(Cl)cc3)o2)c(F)c1)Nc1ccc(Cl)c(C(F)(F)F)c1	27	nt	0.8*	-4.4*	35	nt	-5.0*	8.0*	17
52	COc1cccc2c1OC1(CCN(C)CC1)N1N=C(c3ccco3)CC21 (stereo not given)	110	83	106	83	101	96	90	99	99
53	C[N+]1(C)Cc2ccccc2C1	111	120	105	95	109	99	94	104	nt
54	O=C1C(=O)c2ccccc2C(O)=C1CCCc1ccc(C2CCCCC2)cc1	62	51	18	47	57	43	37	43	58
55	Brc1ccc(/C=N/Nc2ncnc3sc4c(c23)CCNC4)cc1	94	73	97	92	104	91	95	96	84
56	C/C(=N/NS(=O)(=O)c1ccc(N)cc1)C(C)(C)C	112	108	105	84	91	98	95	103	95
57	OCCNC(=S)Nc1ccc(-c2nc(N3C[C@H]4CC[C@@H](C3)O4)c3cccn3n2)cc1	-4.8*	-20*	-4.3*	0.2*	-34*	2.3*	17	3.9*	-7.2*
58	O=C1CS(=O)(=O)N(Cc2ccccc2)Cc2ccccc21	101	97	108	102	112	93	102	108	106
59	Cc1cc(C(=O)C(C(c2ccccc2)N2CCOCC2)N2CCOCC2)ccc1Cl (stereo not given)	121	105	103	nt	102	90	106	102	97
60	COc1ccc(S(=O)(=O)NCCNc2nc(Nc3ccc(N4CCN(C)CC4)cc3)nc3ccsc23)cc1	104	101	nt	101	119	96	90	101	97

Following part
cpd	compound	OVCAR-5	IGROV1	OVCAR-3	NCI-H226	SK-OV-3	SN12C	NCI-H23	NCI/ADR-RES	OVCAR-4
61	CCCCCCCCCCCCCCCCNC(=O)Nc1ccc(Cl)cc1	105	95	115	99	108	95	105	103	105
62	NC1=NN(c2ccccc2)C2=NC(=O)NC(c3ccc(Cl)cc3)C12 (stereo not given)	97	87	104	88	93	82	94	99	87
63	Oc1[nH]c(=S)sc1/C=C1\C=Nc2ccccc21	103	111	113	93	100	102	93	102	124
64	COc1ccc(Cn2c(Br)c3c(c2Br)-c2nc(N)sc2CC3)cc1	91	35	7.3*	nt	24	41	57	19	48
65	COc1cc(-c2nc3sc(C4CC4)nn3c2-c2ccc(C(F)(F)F)cc2)cc(OC)c1OC	90	87	90	77	88	81	81	68	55
66	Cc1ccn2c(=S)[nH]nc2c1	106	104	109	nt	110	109	100	109	110
67	O=NN(CCCl)C(=O)NC1CCC(NC(=O)N(CCCl)N=O)CC1 (stereo not given)	101	81	104	88	101	103	99	94	109
68	CC(=O)c1nn(-c2ccccc2)c2nc3nccc(-c4cc5c(ccc6ccccc65)oc4=O)c3c(=O)n12	97	92	104	104	98	100	94	94	101
69	COc1cccc2oc(-c3ccc(O)cc3)cc(=O)c12	120	94	108	95	103	79	99	100	90
70	O=C(Nc1c2n(c3ccccc3c1=O)C(=O)CC2)c1ccccc1	99	98	105	98	118	107	96	103	117
71	C=CC[Si](CC=C)(CC=C)OCC	105	108	112	104	102	112	107	112	98
72	Cc1ccccc1[C@@H]1C[C@@H]2Cc3cc(Br)c4ccccc4c3N1O2	91	97	111	107	97	99	94	86	94
73	O=C1c2ccccc2C(=O)N1N(c1ccccc1)c1ccccc1	106	114	112	98	107	107	104	99	78

Screens: PubChem, NCI
